# mcGAS MS inh: blocks mouse cGAS cGAMP production | Q8C6L5 | recombinant mouse cGAS, cGAMP by RapidFire MS | inhibition, % at 12.5 µM | 0.18% of 130,000 active;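 active = inhibition of cGAS enzyme activity at or above 60%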;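 also: enzyme stimulated by 45 bp dsDNA with ATP and GTP substrates; cGAMP share of summed cGAMP plus half ATP and half GTP signals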
# Target sequence (Q8C6L5 whole entry, looked up): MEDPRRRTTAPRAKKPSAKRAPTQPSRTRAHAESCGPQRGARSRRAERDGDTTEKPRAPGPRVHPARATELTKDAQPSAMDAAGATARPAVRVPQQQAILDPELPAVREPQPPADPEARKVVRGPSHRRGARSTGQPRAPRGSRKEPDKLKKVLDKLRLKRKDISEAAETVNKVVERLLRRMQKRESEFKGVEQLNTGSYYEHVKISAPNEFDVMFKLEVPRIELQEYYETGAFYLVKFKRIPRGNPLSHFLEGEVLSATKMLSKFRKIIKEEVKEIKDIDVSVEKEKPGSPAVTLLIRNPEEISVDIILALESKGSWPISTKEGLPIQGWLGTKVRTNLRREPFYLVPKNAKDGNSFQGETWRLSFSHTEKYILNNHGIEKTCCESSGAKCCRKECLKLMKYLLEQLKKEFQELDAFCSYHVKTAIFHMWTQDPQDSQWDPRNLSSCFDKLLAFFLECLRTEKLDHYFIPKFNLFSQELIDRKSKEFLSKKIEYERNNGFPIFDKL
# Numbers without * were called inactive; & = joins results of further samples. This is a subset, so the mix of outcomes need not match the whole.
molecule	mcGAS MS inh
O=c1c2ccccc2nc(Cc2ccccc2)n1-c1cccc(O)c1	-4
CN1CCCN(C(=O)Cc2ccsc2)CC1	-17
NC(=O)c1ccccc1NC(=O)c1cccn(Cc2ccc(Br)cc2)c1=O	-9
CCN1C[C@@]2(COC)C3[C@@H](OC)[C@H]4[C@@H]1[C@]3(C(OC)C[C@H]2O)C1C[C@@]2(O)[C@H](OC(=O)c3ccccc3)C1[C@]4(OC(C)=O)[C@@H](O)[C@@H]2OC (stereo partly specified)	-11
COc1ccccc1[C@@H]1CN(C(=O)c2cc(=O)[nH]c(=O)[nH]2)[C@@H]2C3CCN(CC3)[C@@H]21	-14
CN(CCc1ccc2c(c1)CCO2)Cc1cnccn1	-9
c1ccc(Oc2ccccc2C[N+]23CCN(CC2)CC3)cc1	3
Cc1nccnc1N1C[C@H](c2cccc(F)c2F)[C@@H]2[C@H]1C1CCN2CC1	-29
CC12CN3CCN(CC(C3)C1=NNC(=O)c1ccncc1)C2	-10
CCC(CC)NCCc1nncn1C(C)C	-6
CC(=O)Nc1cc([As](=O)(O)O)ccc1O	-1
Cc1ccnc(CC(C)N(C)Cc2c(C)nn(C(C)(C)C)c2C)c1 (stereo unspecified)	-18
CC12CN3CC(C)(CN(C1)C3c1ccccn1)C2O (stereo unspecified)	-6
COc1ccc(C)cc1NC(=O)c1cccn(Cc2ccc(C)cc2)c1=O	-3
COc1ccc(OC)c(NP(=O)(Oc2ccccc2)Oc2ccccc2)c1	41
Cc1ccc(-n2c(C(C)N3CCNC(C)C3)nc3ccccc3c2=O)cc1 (stereo unspecified)	-3
c1cc(Cc2cnc[nH]2)ccn1	9
c1ccc(CC(c2ccccc2)N2CCCCC2)cc1 (stereo unspecified)	-2
CCn1ncnc1CN1CCC2(CCCNC2)C1 (stereo unspecified)	-1
Cc1ccc(Cn2cccc(C(=O)Nc3ncc([N+](=O)[O-])s3)c2=O)cc1	-5
Cc1nc(C2(NCC(=O)NCCc3ccc(F)cc3)CCCCC2)no1	-2
CCCC1CCC(NC(C)C)CC1 (stereo unspecified)	3
O=C(O)CCCc1ccc(N(CCCl)CCCl)cc1	-21&9&11
N=C1c2ccccc2CN1c1cccnc1	25
CCOP(=S)(OCC)c1ccc(N(C)C)cc1	-29
CN(C)P(=O)(Oc1ccccc1C(O)(c1ccccc1)c1ccccc1)N(C)C	-4
COc1ccc(CC(=O)N2CCN(Cc3cccnc3)CC2)c(OC)c1	4
CC(Cc1cccc(C(F)(F)F)c1)NC1CCC(n2cc(C(=O)NCCO)nn2)CC1 (stereo unspecified)	-11
C=CCO/N=C(/CCC)C1C(=O)CC(C)(C)C(C(=O)OC)C1=O (stereo unspecified)	-16
CC(=O)Nc1ccc2c(c1)CC1(C(=O)NC(=O)NC1=O)C1CN(c3ccccc3F)CCN21 (stereo unspecified)	-7
OCC12COCN1C1(CCCCC1)OC2 (stereo unspecified)	-9
Nc1ccc(Cl)cc1C(=O)c1ccc(F)cc1	-3
Cn1cc(C(=O)Nc2ccc3c(c2)OC(F)(F)O3)c2ccccc21	-11
COC[C@H]1CCCN1CCC(=O)Nc1cccnc1	-6
CCOCCCNC1CC(C)CC(C)(C)C1 (stereo unspecified)	2
Nc1nnc(P(c2ccccc2)c2ccccc2)s1	-1

# The closing six records of the section before lead into the next.
molecule	mcGAS MS inh
OCC12COCN1C1(CCCCC1)OC2 (stereo unspecified)	-9
Nc1ccc(Cl)cc1C(=O)c1ccc(F)cc1	-3
Cn1cc(C(=O)Nc2ccc3c(c2)OC(F)(F)O3)c2ccccc21	-11
COC[C@H]1CCCN1CCC(=O)Nc1cccnc1	-6
CCOCCCNC1CC(C)CC(C)(C)C1 (stereo unspecified)	2
Nc1nnc(P(c2ccccc2)c2ccccc2)s1	-1
COCCNC(C)c1nc2cc(Cl)ccc2c(=O)n1-c1ccc(OC)cc1 (stereo unspecified)	-6
Cc1nnc2ccc(-c3cccc(C(F)(F)F)c3)nn12	-10
O=S(=O)(N1CCOCC1)N1C[C@@H](c2ccccc2)[C@@H]2[C@H]1C1CCN2CC1	-28
COc1cccc2sc(N3CCNCC3)nc12	-4
N#CC(c1c[nH]c2ccccc12)N1CCOCC1 (stereo unspecified)	-3
Cc1nc(CSC(c2ccccc2)c2ccc(Cl)cc2)no1 (stereo unspecified)	-41
CC(=O)Nc1ccc(CN2CCCC(C(=O)c3cccc(Cl)c3)C2)cc1 (stereo unspecified)	4
CC(C)N(C(=O)CN1CC=C(c2c[nH]c3ccccc23)CC1)C(C)C	14
CCCC(CCC)NC1CCN(CC(C)C)CC1	-1
COc1ccc(C=C2CC3C4CC=C5CC(O)CCC5(C)C4CCC3(C)C2O)cc1 (stereo unspecified)	-6
CN1[C@H]2CC[C@@H]1CN(c1cc(Sc3cccs3)nc(N)n1)CC2	8
COc1c2c(c(CC=C(C)C)c3oc(=O)c(-c4ccc(O)cc4)c(O)c13)OC(C)(C)C=C2	-8
CCCCSP(=O)(SCCCC)SCCCC	-8
Cc1cccc(OCC(=O)Nc2ccc(C#N)c(Cl)c2)c1	-8
CN1C(=O)C2(CCN(Cc3cc4n(n3)CCCNC4)CC2)c2ccccc21	-29
COc1cc(CC(C)NCc2ccc3[nH]c(C)c(C)c3c2)ccc1O (stereo unspecified)	-8
O=P(Nc1ccc2c(c1)OCCO2)(Oc1ccccc1)Oc1ccccc1	0
CC1CCCC(C)N1CC#CCO (stereo unspecified)	-14
N#Cc1cccc(C(=O)NS(=O)(=O)c2ccc(C#N)c(Cl)c2)c1	-3
CCC(C(=O)NC(C)(C)C)N1CC=C(c2cnn(C)c2)CC1 (stereo unspecified)	6
c1cnc(N2CCC3(CCCN(CC4CC4)C3)C2)nc1 (stereo unspecified)	-8
CCOc1ccc(NC(=O)c2cc(C)n(C(C)C)c2C)cc1	6
CC(C)c1nccc(CN2CC[C@@]3(O)CCCC[C@H]3C2)n1	0
COc1cc(C)c(CN2CCNCC2)cc1OC	3
CC[C@H]1CN2CCC1C[C@@H]2[C@@H](O)c1ccnc2ccc(OC)cc12 (stereo partly specified)	-16
CC(C)(C)n1ncc(C(=O)O)c1-c1ccccc1	-7
CCOc1cc2c(cc1Cn1cc(C(N)=O)cn1)OC(C)C2 (stereo unspecified)	14
Cc1cc(C)cc(NC2=NCCCS2)c1	19
CCCN[C@@H]1CCc2c(OC)cccc2[C@@H]1C	-18
O=c1[nH]c(=S)[nH]c(O)c1N=Nc1ccc(SC(F)F)cc1	3
CN1CCc2cc3c(cc2C1O)OCO3 (stereo unspecified)	-5
CC(=O)OC1CC2CC(OC(=O)COc3ccc(C)c(C)c3)CC1N2C (stereo unspecified)	-3
O=c1[nH]cnc2nc(N3CCNCC3)[nH]c12	-32
CSc1ncc(C(=O)N[C@H]2C[C@H]3CN(C)CCN3C2)c(=O)[nH]1	-6
CC(Cc1ccccc1S(=O)c1ccccc1)N(C)C (stereo unspecified)	-6
Cc1nnc(NC(=O)c2cccn(Cc3ccccc3)c2=O)s1	-4
CC1CC(C)CN(CC(=O)c2ccccc2Br)C1 (stereo unspecified)	-7
CN1CCN(c2ccc(Cl)cc2N)CC1	-12
O=C(c1cnn2c1CCCC2)N1C[C@H]2C[C@@H](C1)c1cccc(=O)n1C2	-18
CCC1CN(Cc2ccccc2)CCN1C(=O)COc1ccc(F)cc1 (stereo unspecified)	-5
Cc1cc(C2C[C@H]3CC[C@@H](C2)N3Cc2cc3n(n2)CCCNC3)ccc1F (stereo partly specified)	-10
CN1CCN(P(=S)(C=C2N(C)c3ccccc3C2(C)C)c2ccccc2)CC1 (stereo unspecified)	0
CCc1nccc(CN2CC[C@@H](c3cccc(OC)c3)[C@H](O)C2)n1	-3
Fc1ccc(CN2CCCC3(CCN(c4ncccn4)C3)C2)cc1 (stereo unspecified)	-14
CC(=O)Nc1ccc(CNC(=O)CN2CC=C(c3cnn(C)c3)CC2)cc1	-13
Cc1ccccc1C(=O)N1CCSC12CCNCC2	-3
CC(C)Oc1cccc(C(=O)C2CCCN(Cc3ccccc3O)C2)c1 (stereo unspecified)	2
Cc1ccc(-n2c(CN)nc3ccccc3c2=O)cc1	-19
CC(C)(N)Cc1ccccc1Cl	0
O=c1cccc2n1C[C@@H]1C[C@H]2CN(Cc2cn[nH]c2-c2ccc(F)cc2)C1	-43
O=C(Nc1ncc([N+](=O)[O-])s1)c1cccn(Cc2ccc(Cl)cc2)c1=O	-3
Oc1ccccc1N1CCN(Cc2ccc(Br)cc2)CC1	-13
Cc1nn(Cc2c(Cl)cccc2Cl)c(C)c1C(=O)O	-6
C[C@H](N)[C@H](O)c1ccccc1	-8&-3
NC(Cc1ccc(F)cc1)c1csc(Nc2cnccn2)n1 (stereo unspecified)	-11
N=c1ccc(Br)cn1Cc1cccc2cccnc12	-5
CNC(=O)Oc1cccc2c1OC(C)(C)O2	-10
ClC(Cl)=C(c1ccc(Cl)cc1)c1ccc(Cl)cc1	-3
COP(O)(=S)Oc1cc(Cl)c(Br)cc1Cl (stereo unspecified)	-1
CC(C)c1cccc(C(C)C)c1O	-16&-6

# Reprinted from the listing (4 entries):
molecule	mcGAS MS inh
CC(C)(N)Cc1ccccc1Cl	0
O=c1cccc2n1C[C@@H]1C[C@H]2CN(Cc2cn[nH]c2-c2ccc(F)cc2)C1	-43
O=C(Nc1ncc([N+](=O)[O-])s1)c1cccn(Cc2ccc(Cl)cc2)c1=O	-3
Oc1ccccc1N1CCN(Cc2ccc(Br)cc2)CC1	-13

# (more compounds)
molecule	mcGAS MS inh
CC1NCCc2cc(Cl)cc(Cl)c21 (stereo unspecified)	5
Cc1[nH]c2ccc(F)cc2c1CCNCc1cccnc1	-9
COP(=S)(OC)Oc1ccc(SC)c(C)c1	-1
N#CC(c1ccc(F)cc1)N1CCNCC1 (stereo unspecified)	-14
CC(c1nccs1)N(C)CCc1cc(F)ccc1F (stereo unspecified)	0
CN(C)c1ccc(-c2nccn2CCc2cnc[nH]2)cn1	-24
Nc1nc2ccc(-c3cccc4c3CCNC4)cc2s1	-6
COCC(=O)N(Cc1ccccc1)CC1CNCC1c1ccc(F)cc1 (stereo unspecified)	-1
NC(=O)c1ccccc1NC(=O)c1cccn(Cc2ccc(Cl)cc2)c1=O	-1
N#Cc1ccccc1NC(=O)c1cccn(Cc2ccccc2)c1=O	-7
Cc1noc(C)c1CN1CC2CCN(c3ccccc3)C2C1 (stereo unspecified)	-5
CCOP(=O)(OCC)c1cc(C)c(O)c(C(C)(C)C)c1	-2
CN(C)c1ccc(/C=C2\CCCN=C2c2cccnc2)cc1	7
COc1cccc(/C=C2\C(=O)C3CCN2CC3)c1OC	-10
Cc1ncc2c(c1-c1noc(-c3cccn3C)n1)CCNC2	1
COC(=O)C1C2c3ccccc3OC1(C)N=c1s/c(=C/c3cn(C)nc3C)c(=O)n12 (stereo unspecified)	3
COc1cccc([C@@H]2CN(C(=O)c3csc(C)n3)[C@@H]3C4CCN(CC4)[C@@H]32)c1	-6
O=C1/C(=C/c2ccccc2)C[C@@]2(O)C3Cc4ccc(O)c5c4[C@@]2(CCN3CC2CC2)[C@H]1O5	-5
CN1CCC2(CC1)CN(C(=O)Cc1nc3ccccc3[nH]1)CCCN2C	-1
O=[N+]([O-])c1cnc2ccc3ccccc3c2c1	33
O=C1NC(=S)NC(=O)C1=Cc1ccc(Br)s1	0
O=C(Cc1ccccc1O)N1CCN(C/C=C/c2ccccc2)CC1	1
c1ccc2c3c([nH]c2c1)CNCC3	-9
c1ccc2c(c1)ncn2C1CCCNC1 (stereo unspecified)	-6

# Sorted by formula weight (largest number first): part of the list above.
molecule	mcGAS MS inh
CC(=O)Nc1ccc2c(c1)CC1(C(=O)NC(=O)NC1=O)C1CN(c3ccccc3F)CCN21 (stereo unspecified)	-7
O=S(=O)(N1CCOCC1)N1C[C@@H](c2ccccc2)[C@@H]2[C@H]1C1CCN2CC1	-28
CC(=O)Nc1ccc(CN2CCCC(C(=O)c3cccc(Cl)c3)C2)cc1 (stereo unspecified)	4

# More structures:
molecule	mcGAS MS inh
Cc1cc2nc(N3CCNCC3)sc2cc1C	-4
CC(=O)OC1C2CCC1C(N1CCCCC1)CC2 (stereo unspecified)	0
CN1CCN(C(=O)Cc2ccc(O)c(Cl)c2)CC1C(=O)O (stereo unspecified)	-25
Cc1cc(C)c(C2=NCCN3CCNC3(C(F)(F)F)C2)c(=O)[nH]1 (stereo unspecified)	0
O=c1ccc2[nH]cc(C3=CCNCC3)c2[nH]1	-1
CC1CCCC2CCCN(CC(N)=O)C12 (stereo unspecified)	-26
Brc1ccc(C2CC(c3cccnc3)=Nc3ncnn32)cc1 (stereo unspecified)	-5
CCOc1cc2c(cc1OCC)-n1cccc1C(c1coc3ccccc3c1=O)NC2 (stereo unspecified)	-8
Fc1ccc(C(OCCN2CCN(C/C=C/c3ccccc3)CC2)c2ccc(F)cc2)cc1	-13
CCC(NCc1ccco1)c1nc2ccccc2c(=O)n1-c1ccc(Cl)cc1 (stereo unspecified)	0
CN(C)P(=O)(N(C)C)N1CCCc2ccccc21	-23&19
CCCCOP(=S)(CC(=O)OCC)OCCCC	-14
O=C1c2ccccc2-c2onc3c(Br)cc(N4CC4)c1c23	6
Cc1ccnc(CC(C)N(C)CCn2c(=O)oc3ccccc32)c1 (stereo unspecified)	-24
CCOC(=O)/C(SP(=S)(OCC)OCC)=C(/C)Nc1ccc(O)cc1	-6
CC1(C)CC2=[N+]([O-])CN(O)C2C(C)(C)N1O (stereo unspecified)	-30
O=c1[nH]c(=O)n(Cl)c(=O)n1Cl	-4
O=C(CSC1c2ccccc2Oc2ccc(F)cc21)Nc1cccc(C(=O)O)c1 (stereo unspecified)	39
N#Cc1sc2nc3c(cc2c1N)CCC3	-7

# Compound activity (PubChem BioAssay)
